ADAM10 inh: inhibitors of human ADAM10. inhibition, % at 7 µM. AID 720582. actives 0.62% (n = 370,000). recombinant ADAM10, EDANS/DABCYL FRET peptide cleavage, 3 h;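 active = inhibition above a per-campaign cutoff equal to the mean of compounds falling between control-based bounds plus 3 SD, cut at about 20% in these data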;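 note: 0% = DMSO wells while the 100% control is not disclosed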
LEDGF integ inh: blocks HIV-1 LEDGF/p75-dependent DNA integration | TR-FRET IN-LEDGF/p75 DNA integration, Eu/Cy5 | inhibition, % at 3.7 µM | actives 0.64% (n = 370,000);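 active = inhibition above the screen-wide mean plus 3 SD, cut at about 13% in these data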;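 note: signal is the Cy5 over europium emission ratio at 671 and 618 nm; 0% = plate median of compound wells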
TDP2 inh: TDP2 (human) inhibition, absorbance primary screen. O95551. recombinant TDP2, T5PNP hydrolysis, p-nitrophenol absorbance 415 nm. inhibition, % at 12.8 µM. actives 0.34% (n = 370,000);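 active = inhibition above the mean of all tested compounds plus 3 SD, set per campaign, cut at about 25% in these data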;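 note: 0% = DMSO with enzyme and 100% = buffer with substrate but no TDP2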
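System – recombinant human TDP2 · Quantity – TDP2 enzyme at 120 nM final · Doses – single concentration, 12.8 µM nominal, with 1% DMSO · Incubation – 2 h at 37 °C · Measured by – epi absorbance of p-nitrophenol freed from T5PNP by hydrolysis · Read-out – % inhibition relative to enzyme-containing and enzyme-free wells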
Tn6 DDE FP: DD(E)-Tn6 binding inhibition, primary FP screen | Fibrin DD(E) TRITC-Tn6 fluorescence polarization displacement | inhibition, % at 8.3 µM | actives 0.21% (n = 370,000);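 active = inhibition above a per-campaign cutoff: mean of compounds within control limits plus 3 SD, cut at about 15% in these data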;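 note: 0% = median of all compound wells on the plate and 100% = blocking peptide control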
Target sequence (P02675 whole entry, looked up): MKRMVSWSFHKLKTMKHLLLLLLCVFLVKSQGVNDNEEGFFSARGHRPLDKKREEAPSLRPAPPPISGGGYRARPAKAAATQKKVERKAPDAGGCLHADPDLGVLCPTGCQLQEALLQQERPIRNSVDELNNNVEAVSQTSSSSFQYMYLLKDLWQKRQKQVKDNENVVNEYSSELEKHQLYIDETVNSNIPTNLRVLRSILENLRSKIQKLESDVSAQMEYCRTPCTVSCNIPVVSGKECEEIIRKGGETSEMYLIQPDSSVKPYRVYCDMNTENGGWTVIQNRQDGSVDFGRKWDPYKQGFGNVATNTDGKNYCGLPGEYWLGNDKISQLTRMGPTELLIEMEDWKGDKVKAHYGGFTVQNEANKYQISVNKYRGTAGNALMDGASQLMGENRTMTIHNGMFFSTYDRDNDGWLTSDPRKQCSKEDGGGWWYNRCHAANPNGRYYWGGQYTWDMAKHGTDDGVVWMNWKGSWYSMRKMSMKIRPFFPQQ
ASAP1 inh: inhibitors of human ASAP1 ArfGAP activity; ASAP1-stimulated ARF1 GTP hydrolysis, GDP FP detection; inhibition, % at 16.5 µM; actives 0.19% (n = 360,000); in the data active = inhibition above about 25%;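 note: 0% = vehicle with enzyme and substrate and 100% = no enzyme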
ARFGAP1 inhibitor: inhibits rat ARF GTPase activating protein 1; Q62848; Arfgap1-stimulated ARF1 GTP hydrolysis, GDP FP detection; inhibition, % at 16.5 µM; actives 0.26% (n = 360,000); AID 651572;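 active = inhibition above a per-plate limit, mean inhibition of low control wells plus 3 SD, cut at about 25% in these data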;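 note: 0% = DMSO wells with enzyme and 100% = wells lacking Arfgap1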
Target sequence (Q62848 1-136 limits assumed): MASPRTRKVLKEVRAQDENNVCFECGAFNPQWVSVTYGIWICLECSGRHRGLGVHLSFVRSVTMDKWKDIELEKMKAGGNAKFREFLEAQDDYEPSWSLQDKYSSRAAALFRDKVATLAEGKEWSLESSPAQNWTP
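Material: rat Arfgap1 catalytic domain, aa 1-136; also added: human ARF1(Δ1-17)-GTP substrate; compound dosing: one concentration, 16.5 µM, DMSO 1.26%; incubation: GTP hydrolysis reaction 2 h at 25 °C; measured by: Tracer-displacement fluorescence polarization with EDTA stop, 620/688 nm; evaluation: % inhibition from polarization; repeats: one replicate per compound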
ADAM17 inh: ADAM17 inhibition, QFRET primary screen; inhibition, % at 6.95 µM; AID 720648; recombinant ADAM17, EDANS/DABCYL FRET peptide cleavage; actives 0.83% (n = 370,000); P78536;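 active = inhibition above the mean of compounds lying between control limits plus 3 SD, set per campaign, cut at about 8.5% in these data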;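 note: 0% = DMSO-only wells as the low control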
DDE Tn7 FP inh: disrupts Tn7 cyclic peptide binding to fibrin D-Dimer-E complex; FP displacement of FITC-Tn7 peptide from fibrin DD(E); 0% = median of compound wells per plate; actives 0.13% (n = 370,000); inhibition, % at 8.3 µM;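 active = inhibition above the mean of compounds falling within the control limits plus 3 SD of them, cut at about 14% in these data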;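 note: 0% = plate median of compound wells and 100% = 10 µM Aha-Tn7 peptide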
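Also added: labelled Tn7 tracer, 0.1 µM; Assay system: human fibrin DD(E) protein; Amount: 2 µM fibrin DD(E); Schedule: 10 min compound pre-incubation, 3 h probe incubation at room temperature; Repeats: one replicate per compound; Read-out basis: percent inhibition; Measured by: fluorescence polarization of the labelled Tn7 tracer.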
proKLK7 act: activates the human kallikrein-7 zymogen; P49862; purified proKLK7, EDANS-DABCYL substrate fluorescence; 100% is mature enzyme control, 0% vehicle; activation, % at 7 µM; actives 0.9% (n = 370,000); AID 652039;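 active = activation above the mean of all tested compounds plus 3 SD, computed per campaign excluding outliers beyond control limits, cut at about 13% in these data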
Target sequence (P49862 whole entry, looked up): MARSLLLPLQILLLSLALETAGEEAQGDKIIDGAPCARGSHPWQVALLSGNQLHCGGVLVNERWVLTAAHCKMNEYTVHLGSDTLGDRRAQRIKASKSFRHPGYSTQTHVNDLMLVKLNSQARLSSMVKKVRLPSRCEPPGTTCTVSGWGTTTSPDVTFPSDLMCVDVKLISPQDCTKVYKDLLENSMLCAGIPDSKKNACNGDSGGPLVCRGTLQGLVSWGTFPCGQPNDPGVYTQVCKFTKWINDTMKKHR
PLC-gamma1 inh: PLC-gamma1 (human) inhibition, primary screen; actives 0.84% (n = 370,000); P19174; purified PLC-gamma1, fluorogenic substrate, fluorescence; inhibition, % at 12.2 µM; in the data active = inhibition above about 9.5%
* = called active by the depositor; x = no result given.

SMILES | ADAM10 inh | LEDGF integ inh | TDP2 inh | Tn6 DDE FP | ASAP1 inh | ARFGAP1 inhibitor | ADAM17 inh | DDE Tn7 FP inh | proKLK7 act | PLC-gamma1 inh
COc1ccc(C/C(C)=N/Nc2nc(C)cc(=O)[nH]2)cc1 | 0 | 0 | 6 | 5 | -12 | 2 | -3 | 3 | 0.1 | 1
O=C(NCCN1CCOCC1)/C(=C\c1ccccc1F)NC(=O)c1ccccc1 | -8 | 1 | -16 | 1 | -1 | 10 | 5 | 5 | -0.2 | 1
NC(=O)C1CCN(C(=O)c2cc3n(n2)C(C(F)(F)F)CC(c2ccco2)N3)CC1 (centres undefined) | -6 | -4 | 6 | -3 | -2 | 2 | 1 | -11 | -0.1 | -1
COc1ccc(N2CCN(C(CNC(=O)COc3ccccc3)c3ccco3)CC2)cc1 (centres undefined) | -11 | -5 | 10 | 4 | 3 | 8 | -4 | 8 | 0.4 | 4
CCC(c1ccc(OC)cc1)c1cn(C)c2ccccc12 (centres undefined) | -7 | -4 | 8 | 1 | x | x | -1 | 5 | -0.1 | -3
CCN1C(=Nc2ccc(Cl)cc2)SC/C1=C\C(=O)OC | 2 | 1 | 1 | 0 | 7 | 10 | 0 | -2 | 0.2 | 9
NC(=O)CN1C(=O)C(=O)N(Cc2cccc(Cl)c2)C1=O | 3 | 3 | -1 | -7 | -7 | -6 | 1 | 1 | -0.2 | 0
Cc1cc(N2CCOCC2)nc(-c2ccc([N+](=O)[O-])cc2)n1 | -1 | -1 | -2 | 1 | 2 | 10 | 1 | -3 | -0.6 | -1
COc1ccc(C(CNC(=O)c2cc(C)on2)N(C)C)cc1 (centres undefined) | 6 | 2 | 2 | 4 | 1 | 11 | -2 | 0 | -0.2 | 0
C/C(=N/NC(=O)Cn1nc2ccccc2n1)c1ccc(F)cc1 | -9 | -1 | -11 | 8 | -9 | -1 | -3 | -2 | -0.4 | -2
COc1ccc(CNC(=O)Cn2cncn2)cc1OC | -4 | 1 | 4 | 1 | 1 | 0 | -1 | 1 | -0.1 | 1
Cc1c(Cl)c([N+](=O)[O-])nn1CCCC(=O)Nc1cc(Cl)ccc1Cl | 6 | 0 | -1 | -7 | 9 | 8 | 5 | -1 | 0.3 | 7
Cn1c(=O)n(C)c2cc(/C=N/NC(N)=S)ccc21 | -29 | -1 | -3 | 3 | 6 | 2 | -9 | 1 | 0.1 | 3
COc1ccc(CNC(=O)CC2C[C@H](C(=O)N3CCOCC3)[C@@]3(CCC4CCCC4)c4[nH]c5ccccc5c4CCN3C2=O)cc1OC (some centres undefined) | 2 | 7 | -14 | -5 | 6 | 14 | 0 | -11 | 0.5 | 5
CC(=O)Nc1ccc(NC(=O)CCCSc2nc3ccccc3[nH]2)cc1 | 2 | 2 | -18 | 4 | 4 | 1 | 3 | 6 | 0.2 | 13*
CC(=O)Nc1ccc(NC(=O)CC(C)n2ccnc2)cc1 (centres undefined) | -1 | -1 | 9 | -1 | -2 | -8 | -2 | 0 | -0.2 | 1
O=Cc1cccc(Oc2ncccn2)c1 | -5 | -3 | 0 | 1 | -3 | 6 | -3 | 6 | -0.2 | -1
CCOC(=O)C1=C[C@@H](CC)N(S(=O)(=O)c2ccc(C)cc2)[C@H]1c1cccc(Cl)c1 | -2 | 2 | 10 | 1 | -14 | -9 | 0 | 0 | 0.1 | -1
CN(C)C(=O)CN1CCN(Cc2nc(CC3CC3)no2)CC1 | 5 | -1 | 2 | 2 | 2 | -2 | -4 | -1 | 0.5 | 2
C/C(=N\NC(=O)Cc1ccccc1)c1cccnc1 | -9 | -5 | -4 | 2 | 8 | 4 | -3 | 5 | 0.1 | -1
CCOc1ccc(NC(C)c2cc(Cl)ccc2O)cc1 (centres undefined) | 6 | -3 | -2 | -7 | 8 | 0 | -4 | -1 | 0.1 | -4
CCCC(=O)N1CCC1(C)C(=O)NCc1ccccc1SC (centres undefined) | -10 | 0 | -1 | 11 | -1 | -5 | -5 | 1 | -0.1 | -2
CCNC(=O)N(C(=O)NCC)n1c(C)nnc1C | 4 | -2 | 3 | 1 | -2 | -8 | 0 | -3 | 16* | 2
CCOc1ccc(CNC(=O)CN2C(=O)CSc3ccc(S(=O)(=O)N4CCOCC4)cc32)cc1 | 4 | 5 | 5 | -4 | -9 | 6 | 1 | -4 | -0.3 | -1
O=C(CNC(=O)c1ccc(Br)cc1)c1ccccc1 | 2 | 0 | -12 | 2 | 6 | 1 | -4 | 1 | 0.6 | -3
CCOC(=O)/C(=C\Nc1ccc(OCc2ccccc2)cc1)NC(=O)c1ccccc1 | -7 | 1 | 1 | 0 | -8 | 0 | -2 | -6 | -0.1 | 3
CC(NC(=O)c1ccc(Cl)c(Cl)c1)c1ccc(-c2ccccc2)cc1 (centres undefined) | -2 | -2 | 8 | 10 | 3 | 8 | -1 | 6 | -0.6 | 0
COCc1cc(C)n(CC(=O)NCC2CCCO2)c(=O)c1C#N (centres undefined) | -267 | -7 | -12 | -4 | 15 | 19 | -118 | 6 | -1.7 | -26
CC(=O)Nc1ccc(N(C(=O)c2cnccn2)C(C(=O)NC2CCCCC2)c2ccc(O)cc2)cc1 (centres undefined) | -2 | -1 | 13 | -2 | -1 | 3 | -4 | -9 | -0.1 | 0
CC1(C(=O)NS(=O)(=O)c2cccc(Cl)c2)CCN1C(=O)Cc1ccsc1 (centres undefined) | 1 | 6 | -7 | -7 | 4 | -3 | 2 | -7 | 0.5 | 10*
COc1ccc2[nH]c(=O)c(CN(C(=O)c3ccccn3)c3ccccc3)cc2c1 | -34 | 1 | 5 | -1 | 9 | 7 | -11 | -1 | -0.8 | -6
COc1ccc(-n2cnnc2SCC(=O)Nc2cccc(S(N)(=O)=O)c2)cc1 | -1 | 0 | 0 | 11 | -6 | -9 | 0 | -2 | 0.2 | -1
Clc1cccc(OCc2nnc(-c3ccccc3Br)o2)c1 | -1 | -3 | -6 | -11 | -5 | 0 | 2 | -1 | -0.3 | -3
Cc1ccc(S(=O)(=O)SC/C=C/CSS(=O)(=O)c2ccc(C)cc2)cc1 | -1 | 3 | 8 | -69 | 2 | 12 | -2 | -41 | 0.8 | -4
COc1ccc(C2=C(C=Nc3c(C)n(C)n(-c4ccccc4)c3=O)C(c3ccccc3C)c3ccccc3O2)cc1OC (centres undefined) | 6 | 2 | 7 | 4 | 17 | -8 | -1 | -2 | 0.1 | 1
CCOCCCNC(=S)Nc1ccc2nc(N3CCOCC3)cc(C)c2c1 | -458 | -4 | 1 | 10 | 11 | 8 | -177 | 1 | 2.8 | -94
O=C(CNC(=O)OCc1ccccc1)NC1(C(=O)O)CCCC1 | -5 | 3 | 2 | -1 | -12 | -1 | -1 | -1 | -0.6 | 1
CC(=O)c1ccc2c3c(ccc(O)c13)CC2 | -2 | 0 | 1 | 11 | -6 | -3 | -1 | 8 | -0.2 | -9
CS(=O)(=O)c1ccc(C(=O)Nc2ccccc2Cl)cc1 | -9 | -1 | 5 | 0 | -15 | -3 | -3 | -3 | -0.1 | -1
O=C(O)C(Cc1c[nH]c2ccccc12)N1C(=O)c2ccccc2C1=O (centres undefined) | -1 | 3 | -7 | 2 | -9 | -2 | -1 | -3 | 0.3 | 1
O=C(NCCOc1ccc(Cl)cc1)c1cccc(S(=O)(=O)N2CCCC2)c1 | 1 | 3 | 3 | -7 | -1 | 3 | 4 | -5 | -0.2 | 0
O=C1CSC(=S)N1/N=C/c1cccnc1 | 9 | 1 | -15 | -2 | 8 | -2 | 0 | -2 | 0.4 | 4
O=C(COC(=O)c1cnccn1)NCCc1ccc(Cl)cc1Cl | 3 | 3 | 1 | -6 | 0 | 19 | -2 | -9 | -0.4 | -2
Cc1cc(C)c(O)c(-c2cc(C(=O)Nc3c(C)n(C)n(-c4ccccc4)c3=O)[nH]n2)c1 | -14 | 0 | -8 | -15 | 10 | -7 | -5 | 6 | 0.2 | 3
Cc1ccc(NC(=O)CSc2nnc(C)c(=O)n2N)c(C)c1 | 6 | -4 | -10 | 0 | -5 | 0 | 3 | -10 | 0.0 | 2
CCOC(=O)C1CCN(S(=O)(=O)c2cn(C)c(=O)n(C)c2=O)CC1 | -7 | 3 | 3 | 2 | -3 | 2 | -1 | 2 | 0.3 | 3

Bioassay records as filed in PubChem.
